From PubChem
Hck Nef HTS: inhibitors of human Hck kinase activated by Nef; AID 463187; 220,000 tested, 0.68% active; inhibition, % at 20 µM; P08631; Recombinant Hck-YEEI plus Nef, Z-Lyte FRET kinase assay;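 active = Hck-Nef kinase inhibition above about 50%, limit read from the data; inactive = inhibition below that limit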;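 note: 0% = DMSO with Hck plus Nef and 100% = Hck alone without Nef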
zVAD death inh: L929 zVAD cell death inhibition; L929 zVAD necroptosis rescue, ATP luminescence, 24 h; with zVAD 60 µM; viability rescue, % at 10 µM; 220,000 tested, 0.38% active; AID 1377;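 active = activation, scaled between plate controls, above about 75%, limit read from the data; inactive = activation under that limit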;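 note: 0% = zVAD with DMSO and 100% = DMSO alone without zVAD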
TNF necrop inh: inhibitors of TNF-alpha induced necroptosis in Jurkat FADD-/- cells. 220,000 tested, 0.068% active. activation (protection from cell death), % at 10 µM. Jurkat FADD-/- TNF necroptosis rescue, ATP luminescence, 24 h; 0 = TNF only, 100 = no-TNF cells. AID 463075;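 active = activation, meaning protection from cell death, of at least 50% relative to plate controls; inactive = activation below 50%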;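 note: necroptosis triggered by 40 ng/mL TNF-alpha added together with compound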
PERK inhibitor: blocks human PERK kinase; CHO PERK-DD fusion, SEAP luminescence translation reporter; inhibition, % at 5.6 µM; AID 1416; 220,000 tested, 0.17% active;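 active = inhibition above the mean inhibition of all tested compounds plus 3 SD, set separately per screening campaign, cut at about 2.9% in these data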;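 note: PERK kinase domain activated by AP20187 dimerizer at 100 nM; 0% = DMSO with dimerizer and 100% = rapamycin at 8.4 µM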
Runt-CBFb FRET: inhibitors of human RUNX1 Runt domain binding to CBFb; inhibition, % at 20 µM; 220,000 tested, 0.46% active; Cerulean-Runt/Venus-CBFb FRET ratio 530/480, 1 h; Q01196+Q13951;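 active = inhibition over about 50% at 20 µM in the single-dose screen, limit read from the data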;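 note: 0% = DMSO wells and 100% = excess unlabeled CBFb competitor control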
Target sequence (Q01196 whole entry, looked up, the tested form may be a part): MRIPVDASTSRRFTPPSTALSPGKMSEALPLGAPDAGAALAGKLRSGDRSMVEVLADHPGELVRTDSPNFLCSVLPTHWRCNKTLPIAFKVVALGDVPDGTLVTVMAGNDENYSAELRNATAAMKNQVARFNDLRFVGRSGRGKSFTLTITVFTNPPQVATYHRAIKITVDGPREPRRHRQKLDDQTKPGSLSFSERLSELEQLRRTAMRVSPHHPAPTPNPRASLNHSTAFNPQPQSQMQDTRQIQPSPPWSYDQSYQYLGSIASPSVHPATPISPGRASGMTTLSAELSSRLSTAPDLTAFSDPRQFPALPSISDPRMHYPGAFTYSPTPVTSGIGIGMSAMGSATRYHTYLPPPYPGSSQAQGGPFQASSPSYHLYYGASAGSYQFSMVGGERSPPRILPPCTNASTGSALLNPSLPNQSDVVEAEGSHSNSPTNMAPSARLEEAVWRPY
Target sequence (Q13951 whole entry, looked up, the tested form may be a part): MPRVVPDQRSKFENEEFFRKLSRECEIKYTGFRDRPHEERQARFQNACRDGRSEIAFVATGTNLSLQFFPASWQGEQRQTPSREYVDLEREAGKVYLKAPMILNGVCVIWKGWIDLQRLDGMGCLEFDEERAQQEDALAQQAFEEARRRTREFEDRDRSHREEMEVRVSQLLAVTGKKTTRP
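Doses: 20 µM compound in 1% DMSO | Material: Cerulean-labeled Runt domain protein | Amount: Each fluorescent fusion protein 100 nM | Schedule: Two 1 h room-temperature incubations shielded from light | Measured by: FRET fluorescence | Evaluation: Loss of energy transfer signal | Controls: Unlabeled CBFb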
EP2 antag: blocks the human prostaglandin E2 receptor EP2; C6 glioma cells expressing human EP2, cAMP TR-FRET; cells stimulated with saturating PGE2; 260,000 tested, 0.52% active; P43116; inhibition, % at 25 µM;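 active = percent inhibition above 40 after rounding to a whole number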;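 note: rat C6 glioma host cells with rolipram phosphodiesterase inhibitor present; the protocol text gives 20 µM as final concentration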
EP2 modulator: EP2 receptor (human) modulation; 260,000 tested, 0.83% active; induction, % at 25 µM; EP2-expressing cells, cAMP HTRF FRET, PGE2 co-stimulation; P43116;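 active = compounds whose cAMP rise, as percent of the full-agonist control response, exceeds 60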;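 note: rat C6 glioma line stably carrying human EP2 under a CMV promoter; the protocol text gives 20 µM as final concentration; 100% = response of wells given 1 µM PGE2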
Runt-SMMHC FRET: Runt domain-CBFb-SMMHC interaction inhibition; Cerulean-Runt/Venus-CBFb-SMMHC FRET ratio 530/480, 1 h; 220,000 tested, 0.74% active; AID 1434; inhibition, % at 20 µM;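 active = mean inhibition across duplicate retests at 20 µM reaching about 50%, limit read from the data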;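 note: 0% = DMSO wells and 100% = wells with excess untagged CBFb-SMMHC; inhibitors lower the FRET ratio by blocking Runt binding to CBFb-SMMHC; some results filed as inactive read as strong as hits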
RBBP9 inh: human RBBP9 hydrolase inhibition | O75884 | recombinant RBBP9, FP-Rh probe fluorescence polarization | inhibition, % at 7.94 µM | 220,000 tested, 0.2% active;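 active = inhibition above the campaign mean of all tested compounds plus 3 SD, cut at about 14% in these data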;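 note: plate controls were DMSO wells with RBBP9 for no effect and wells lacking RBBP9 protein for full effect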
Target sequence (O75884 whole entry, looked up): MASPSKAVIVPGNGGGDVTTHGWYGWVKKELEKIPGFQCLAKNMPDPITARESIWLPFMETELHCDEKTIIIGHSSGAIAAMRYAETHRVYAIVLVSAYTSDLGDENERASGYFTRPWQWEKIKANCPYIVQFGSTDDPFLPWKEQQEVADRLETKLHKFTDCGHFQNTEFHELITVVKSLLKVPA
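Measured by: FP readout at 525/598 nm; material: recombinant human RBBP9; also added: Serine-hydrolase probe FP-Rh, 375 nM pre-mixing; medium: Tris buffer pH 8.0, NaCl, Pluronic; replication: one well per compound; doses: one concentration, 7.94 µM nominal, 0.794% DMSO; timing: preincubation 30 min plus labeling 45 min at 25 °C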
Starred values were filed as active, the others as inactive; x = not tested or not shown.

#	compound	Hck Nef HTS	zVAD death inh	TNF necrop inh	PERK inhibitor	Runt-CBFb FRET	EP2 antag	EP2 modulator	Runt-SMMHC FRET	RBBP9 inh
1	COCCn1nnnc1C(c1cccc(C(F)(F)F)c1)N1CCN(Cc2ccccc2)CC1 (stereo not given)	-21.5	-0.8	1.7	-1.1	-4.9	19.3	11.4	-1.3	4.8
2	Cn1c(=O)oc2cc(S(=O)(=O)N3CCc4ccccc4C3)ccc21	-0.2	-0.9	0.0	x	1.3	5.2	-4.1	-0.5	x
3	O=C(Cc1ccc2c(c1)OCCO2)N1CCN(S(=O)(=O)c2cccc(Cl)c2Cl)CC1	1.1	-0.3	5.3	0.2	-1.4	3.6	-13.7	4.1	-1.7
4	Cc1ccc(/C=C/C(=O)N2CCN(S(=O)(=O)/C=C/c3ccccc3)CC2)o1	10.5	-0.1	1.5	0.4	48.7	4.8	-13.3	-0.6	3.0
5	O=C(CSc1ccc(-c2ccncc2)nn1)c1ccc(Cl)cc1	-13.3	1.2	0.0	1.9	1.5	6.4	-18.2	-0.6	0.7
6	O=C(COC(=O)c1cccc(F)c1)Nc1cccnc1Cl	9.2	2.4	1.6	0.3	-0.6	5.7	-24.2	3.2	-0.2
7	COc1cc(O)c(C(CCN2CCCC(C)C2)c2cc(OC)c(OC)c(OC)c2)c(OC)c1 (stereo not given)	27.5	-0.1	3.6	x	2.7	7.7	13.2	-0.7	x
8	O=C(Cn1nnc(-c2ccccc2)n1)NCc1ccco1	-1.1	1.4	2.0	-0.3	1.3	0.1	-2.0	1.8	0.0
9	O=C(NCc1cccs1)c1cc(-c2ccccn2)nc2ccc(Br)cc12	-19.4	2.8	0.1	1.4	-1.4	12.9	35.9	-1.1	-5.1
10	COC(=O)c1cc(S(=O)(=O)n2nc(C)c(Br)c2C)c(Cl)cc1Cl	-23.6	-0.2	-4.1	0.3	-2.6	17.3	9.5	3.8	1.6
11	CSCCC(C(=O)Nc1ccc2c(c1)OCO2)N1C(=O)c2ccccc2C1=O (stereo not given)	-0.1	-0.5	-1.1	1.0	1.2	7.6	0.1	2.2	-6.2
12	CCOC(=O)C1(C)/C(=N/Nc2cccc(Cl)c2)C(=O)C(=O)N1c1ccccc1 (stereo not given)	0.4	-0.1	-1.6	0.8	-0.2	6.8	-5.5	-5.5	-5.4
13	C=CCn1cnc2c(nnn2-c2ccc(OC)c(OC)c2)c1=O	0.5	0.8	-1.3	1.2	-0.1	5.9	3.9	-0.3	-2.4
14	O=C(Nc1cccc(Cl)c1)N1CCN2C(=O)c3ccccc3C12c1ccccc1 (stereo not given)	0.7	0.5	0.4	-0.2	x	18.1	8.8	4.8	-7.1
15	COc1ccc(C2N(C(=O)N3CCOCC3)CCN2S(=O)(=O)c2ccc(C)cc2)cc1 (stereo not given)	1.5	-0.7	-1.3	-2.2	1.7	6.9	29.4	2.2	-14.1
16	COc1cccc([C@@H]2Oc3ccc(OC)cc3C(=O)[C@H]2OC(=O)NCc2ccc3c(c2)OCO3)c1	4.4	72.8	-0.4	-0.9	-6.0	x	20.9	-24.1	-7.9
17	COc1cccc(C2=CC(c3ccc(OC)c(OC)c3)NC(=S)N2)c1 (stereo not given)	-1.1	-0.6	-4.9	0.6	-0.7	15.4	-28.1	1.7	-2.9
18	O=C(/C=C/c1ccc([N+](=O)[O-])cc1)NCc1cccs1	2.4	0.0	0.6	0.8	-3.1	3.3	-60.0	0.9	-3.1
19	O=C1c2ccccc2C(Nc2ccc(S(=O)(=O)N3CCOCC3)cc2)N1c1cccnc1 (stereo not given)	2.2	-0.1	1.1	0.8	1.5	14.1	0.3	-2.8	0.7
20	O=C(NC1CCCC1)c1cc(Cl)ccc1[N+](=O)[O-]	2.8	0.0	1.0	0.7	1.0	8.6	9.9	1.9	3.9
21	Cc1ccc([N+](=O)[O-])cc1NC(=O)Cc1cccs1	31.7	0.1	0.3	1.4	-0.8	2.7	-10.5	-7.7	-1.9
22	Cc1cc(C)n(C(=O)c2ccc(C)c(S(=O)(=O)N3CCCC3)c2)n1	8.3	0.0	-1.4	0.6	-0.3	9.6	36.0	0.9	-0.3
23	CN(CC(=O)Nc1ccc(Cl)c(C(F)(F)F)c1)Cc1cc(=O)n2ccsc2n1	20.7	0.4	0.0	0.0	-1.5	4.5	-27.0	-0.5	-8.3
24	Cc1ccc(C(=O)N/C(=C\c2ccccc2)C(=O)OCc2ccccc2)cc1	2.1	-0.4	1.2	0.1	-1.6	3.6	9.9	0.4	-16.1
25	CC1(C)CC(N(Cc2ccccc2)C(=O)Cc2ccccc2)CCO1 (stereo not given)	9.6	-1.0	-1.1	0.9	-1.9	3.2	18.3	-1.4	2.0
26	O=C(CN1CCN(C(=O)c2ccco2)CC1)Nc1c2c(nc3c1CCC3)CCCC2	-0.8	-0.7	-0.6	-1.0	0.1	-0.3	15.5	1.9	-3.7
27	Cc1ccc(NC(=O)Cn2nnc3ccccc3c2=O)cc1	20.2	2.4	0.6	1.9	-2.0	13.5	-0.7	-6.6	5.8
28	CC1=CSC2=NC(=O)/C(=C\c3cccn3-c3ccc([N+](=O)[O-])cc3)C(=N)N12	9.0	-0.7	0.4	-1.2	-5.9	4.9	-11.7	-9.4	-9.6
29	Cc1ccc2c(c1)NC(=O)c1cccc([N+](=O)[O-])c1CO2	12.7	1.0	0.3	-0.7	3.0	3.2	-20.4	0.3	-2.5
30	COc1ccc(C(=O)Cn2c(Br)nc3c2c(=O)n(C)c(=O)n3C)cc1OC	0.2	-0.8	-1.2	0.9	-0.9	4.9	35.0	-0.2	1.9

Twelve compounds already listed, arranged by molecular weight, highest first.
#	compound	Hck Nef HTS	zVAD death inh	TNF necrop inh	PERK inhibitor	Runt-CBFb FRET	EP2 antag	EP2 modulator	Runt-SMMHC FRET	RBBP9 inh
3	O=C(Cc1ccc2c(c1)OCCO2)N1CCN(S(=O)(=O)c2cccc(Cl)c2Cl)CC1	1.1	-0.3	5.3	0.2	-1.4	3.6	-13.7	4.1	-1.7
1	COCCn1nnnc1C(c1cccc(C(F)(F)F)c1)N1CCN(Cc2ccccc2)CC1 (stereo not given)	-21.5	-0.8	1.7	-1.1	-4.9	19.3	11.4	-1.3	4.8
7	COc1cc(O)c(C(CCN2CCCC(C)C2)c2cc(OC)c(OC)c(OC)c2)c(OC)c1 (stereo not given)	27.5	-0.1	3.6	x	2.7	7.7	13.2	-0.7	x
15	COc1ccc(C2N(C(=O)N3CCOCC3)CCN2S(=O)(=O)c2ccc(C)cc2)cc1 (stereo not given)	1.5	-0.7	-1.3	-2.2	1.7	6.9	29.4	2.2	-14.1
14	O=C(Nc1cccc(Cl)c1)N1CCN2C(=O)c3ccccc3C12c1ccccc1 (stereo not given)	0.7	0.5	0.4	-0.2	x	18.1	8.8	4.8	-7.1
11	CSCCC(C(=O)Nc1ccc2c(c1)OCO2)N1C(=O)c2ccccc2C1=O (stereo not given)	-0.1	-0.5	-1.1	1.0	1.2	7.6	0.1	2.2	-6.2
4	Cc1ccc(/C=C/C(=O)N2CCN(S(=O)(=O)/C=C/c3ccccc3)CC2)o1	10.5	-0.1	1.5	0.4	48.7	4.8	-13.3	-0.6	3.0
2	Cn1c(=O)oc2cc(S(=O)(=O)N3CCc4ccccc4C3)ccc21	-0.2	-0.9	0.0	x	1.3	5.2	-4.1	-0.5	x
6	O=C(COC(=O)c1cccc(F)c1)Nc1cccnc1Cl	9.2	2.4	1.6	0.3	-0.6	5.7	-24.2	3.2	-0.2
27	Cc1ccc(NC(=O)Cn2nnc3ccccc3c2=O)cc1	20.2	2.4	0.6	1.9	-2.0	13.5	-0.7	-6.6	5.8
18	O=C(/C=C/c1ccc([N+](=O)[O-])cc1)NCc1cccs1	2.4	0.0	0.6	0.8	-3.1	3.3	-60.0	0.9	-3.1
8	O=C(Cn1nnc(-c2ccccc2)n1)NCc1ccco1	-1.1	1.4	2.0	-0.3	1.3	0.1	-2.0	1.8	0.0

The list goes on:
#	compound	Hck Nef HTS	zVAD death inh	TNF necrop inh	PERK inhibitor	Runt-CBFb FRET	EP2 antag	EP2 modulator	Runt-SMMHC FRET	RBBP9 inh
31	Cc1ccc(NC(=O)Nc2ccccc2)cc1[N+](=O)[O-]	6.4	1.8	3.6	-0.1	-5.9	9.9	-34.7	0.3	-5.7
32	COCCN(CC(=O)NCc1ccc(F)cc1)C(=O)CCC(=O)Nc1nccs1	-2.9	-0.3	-9.8	-0.1	1.0	5.8	10.4	-1.3	-7.3
33	CC1CCN(C(=O)COc2cccc3c2CCN(C)C3=O)CC1	14.0	1.9	1.3	-0.2	-1.3	4.8	-39.7	-1.0	-5.0
34	COc1cc(C)c(CNc2cc(C)cc(C)c2)cc1C	-1.1	0.9	1.0	-1.1	-0.1	8.1	28.9	0.4	-1.3
35	CC1(C)CC(=O)N(CC(=O)NCc2ccccc2)c2ccccc2S1(=O)=O	12.7	0.6	0.5	0.6	0.1	12.4	-5.4	-3.7	1.2
36	Cc1nc2nc(SCC(=O)C(C)(C)C)[nH]c2cc1Br	1.7	1.4	-0.4	0.3	-0.6	10.1	-14.8	5.3	-3.1
37	COc1ccc(CNCCC(c2ccc(OC(C)C)cc2)C(C)C)cc1OC (stereo not given)	1.2	3.4	-4.7	-1.1	-2.9	4.0	5.6	-2.6	-3.5
38	O=C(O)CCn1c(=S)oc2ccccc21	-9.2	0.8	1.6	-0.1	-1.4	3.4	15.0	-2.1	8.1
39	CCOc1ccc(-c2cc(CCCC(=O)NCc3ccc(C)cc3)no2)cc1	-0.7	-0.2	1.5	0.5	0.9	x	-11.8	-4.4	-12.9
40	O=C(Cn1nnc(-c2ccccc2)n1)N1CCN(S(=O)(=O)c2ccc(Cl)cc2)CC1	2.3	-0.2	-0.3	1.0	-3.1	10.4	3.2	-5.9	-4.5
41	COC(=O)c1ccc(Cn2nnc3ccccc3c2=O)o1	1.4	-0.1	7.4	0.1	-0.7	3.3	21.7	2.3	-0.2
42	Cc1cc2ncn(S(=O)(=O)N3CCOCC3)c2cc1C	3.8	0.2	-1.3	-1.0	1.2	5.8	11.1	-1.6	5.5
43	COCCC(=O)N(Cc1ccc2c(c1)OCO2)C(C(=O)NC1CCCCC1)c1ccncc1 (stereo not given)	2.7	-0.4	-2.8	-1.0	-1.4	4.4	11.3	1.0	-4.5
44	Cc1ccc(-c2nc3ccccc3c(=O)n2CCCN2CCOCC2)cc1	-1.1	-0.2	0.3	-1.7	2.0	13.9	25.2	-0.8	-1.4
45	O=C(CCN1C(=O)c2ccccc2C1=O)N1CCN(Cc2ccc(Cl)cc2Cl)CC1	-2.6	5.0	0.8	-0.7	-5.2	10.0	-8.4	-3.8	-4.6

Some of the compounds tested (hit frequency here may not be typical).
